High-throughput results: PubChem BioAssay, several laboratories
PfHsp40 yeast – rescue of yeast from PfHsp40 toxicity, primary screen, S. cerevisiae, ATP luminescence; 340,000 compounds, 0.68% hits; AID 504582, 2011; S. cerevisiae expressing PfHsp40, growth rescue; growth rescue, % at 12.5 µM; in the data active = growth rescue above about 28%, passing the limit was not always enough; inconclusive = no clear call, values can overlap the other calls;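 also: yeast W303a lacking pdr1 and pdr3 grown in galactose medium; growth measured after three days at 30 °C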
FadD28 binding – inhibitors of FadD28 bisubstrate probe binding, primary screen, biochemical, fluorescence polarization, single point | inhibition, % at 12.5 µM | Mycobacterium tuberculosis FadD28 fatty-acid-AMP ligase | 360,000 compounds, 0.22% hits; in the data active = inhibition above about 8.5%, passing the limit was not always enough; inconclusive = no clear call, values can overlap the other calls
GDH-TPI inh – GDH-TPI coupling enzyme inhibitors, primary screen, artefact control for M. tuberculosis FBA inhibitor project, biochemical, absorbance, full deck. GDH-TPI coupled enzyme counterscreen, NADH absorbance. inhibition, % at 4.8 µM. 360,000 compounds, 1.2% hits; in the data active = inhibition above about 30%;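 also: 0% = DMSO wells and 100% = wells lacking the enzyme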
TcdB inh – TcdB glycohydrolase inhibitors, primary screen, biochemical, single point, plate reader; Toxin B (Clostridioides difficile), P18177; TcdB glycohydrolase enzymatic assay; inhibition, % at 9.99 µM; 350,000 compounds, 0.24% hits; AID 652162, 2013; in the data active = inhibition above about 10%
Yp Topo-I inh – Yersinia pestis topoisomerase I inhibitors, primary screen, biochemical, cleavage product accumulation, plate reader, single point | AID 504884, 2011 | 360,000 compounds, 0.064% hits | DNA topoisomerase I (Yersinia pestis CO92) | activity, % at 10 µM | Y. pestis Topo-I cleavage product accumulation; in the data active = activity above about 50%, passing the limit was not always enough; inconclusive = no clear call, values can overlap the other calls; also: inactives centre near 2
BioA inh – M. tuberculosis BioA enzyme inhibitors, primary screen, biochemical, plate reader, single point, HTS; 7,8-diaminopelargonic acid synthase BioA (Mycobacterium tuberculosis); purified M. tuberculosis BioA enzyme; inhibition, % at 9.99 µM; 360,000 compounds, 0.096% hits; in the data active = inhibition above about 40%; inconclusive = no clear call, values can overlap the other calls
Vc quorum ag – inducers of Vibrio cholerae quorum light production without autoinducers, primary screen, BH1578 luxS cqsA deficient, single point; 350,000 compounds, 0.16% hits; AID 588436, 2011; activation, % at 18.7 µM; V. cholerae BH1578 lux reporter, luminescence, 6 h; in the data active = activation mostly above about 9.7%, no sharp cut-off; inconclusive = no clear call, values can overlap the other calls; inactive = mostly below about 3.7%; also: not every result past the cut was called active; inactives centre near 0; reference of the scale not given here
Mtb UGM inh – M. tuberculosis UGM enzyme inhibitors, primary screen, biochemical, fluorescence polarization, single point; inhibition, % at 10 µM; purified UGM, fluorescence polarization probe displacement; 320,000 compounds, 0.06% hits; in the data active = inhibition above about 10%, passing the limit was not always enough; inconclusive = no clear call, values can overlap the other calls
Target sequence (P9WIQ1 whole entry, looked up): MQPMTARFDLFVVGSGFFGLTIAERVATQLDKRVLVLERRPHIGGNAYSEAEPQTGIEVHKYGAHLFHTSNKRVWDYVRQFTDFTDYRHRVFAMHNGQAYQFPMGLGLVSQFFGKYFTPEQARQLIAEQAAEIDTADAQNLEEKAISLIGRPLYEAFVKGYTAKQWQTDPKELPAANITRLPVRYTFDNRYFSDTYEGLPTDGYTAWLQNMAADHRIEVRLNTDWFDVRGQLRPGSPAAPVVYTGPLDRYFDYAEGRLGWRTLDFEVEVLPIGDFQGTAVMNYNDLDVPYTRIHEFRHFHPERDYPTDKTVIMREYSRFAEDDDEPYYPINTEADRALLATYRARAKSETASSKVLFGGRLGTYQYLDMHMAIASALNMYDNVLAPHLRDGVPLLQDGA
FBA Mtb inh – Mtb FBA enzyme inhibitors, primary screen, biochemical, fluorescence, strain H37Rv. Fructose-bisphosphate aldolase (Mycobacterium tuberculosis (strain ATCC 25618 / H37Rv)), …. purified M. tuberculosis FBA, fluorescence read-out. inhibition, % at 1 µM. 360,000 compounds, 2.3% hits. AID 588726, 2011; in the data active = inhibition above about 27%;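 also: 0% = vehicle and 100% = reference inhibitor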
Target sequence (P9WQA3 whole entry, looked up): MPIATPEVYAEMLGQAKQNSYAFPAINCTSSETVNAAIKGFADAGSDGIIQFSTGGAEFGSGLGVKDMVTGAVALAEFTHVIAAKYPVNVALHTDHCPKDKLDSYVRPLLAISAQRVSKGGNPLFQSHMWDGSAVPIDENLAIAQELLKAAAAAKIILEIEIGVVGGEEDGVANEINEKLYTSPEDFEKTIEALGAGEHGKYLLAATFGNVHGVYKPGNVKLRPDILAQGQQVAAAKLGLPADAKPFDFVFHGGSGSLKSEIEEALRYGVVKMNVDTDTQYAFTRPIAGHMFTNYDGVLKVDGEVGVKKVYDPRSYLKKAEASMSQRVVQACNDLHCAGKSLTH
* marks the source's active call; other numbers are inactive results; i = inactive; ? = inconclusive; . = not tested or not shown. No enrichment for hits (roughly 4.6% active in at least one column).

canonical_smiles	PfHsp40 yeast	FadD28 binding	GDH-TPI inh	TcdB inh	Yp Topo-I inh	BioA inh	Vc quorum ag	Mtb UGM inh	FBA Mtb inh
CCn1c(=O)cc(O)c2ccccc21	-0.8	0.4	1.3	.	1.2	-1.5	i	2.5	0.4
CC(=O)OC(C(=O)NC1CCCCC1)c1ccccc1F (centres undefined)	0.1	-0.9	0.0	-1.2	1.0	.	i	0.1	6.1
CC(=O)Nc1ccc(NC(=O)/C=C/c2ccc(Cl)cc2)cc1	-1.6	0.1	3.1	-0.5	4.4	.	i	5.6	-0.8
CCc1cccc2c(C(=O)C(NC(C)CC)c3ccccc3)c[nH]c12 (centres undefined)	1.5	-0.2	5.5	0.3	-7.8	2.4	5.6	-1.1	-1.1
CN(Cc1nc2ccccc2c(=O)[nH]1)C(=O)c1cccc(S(=O)(=O)N2CCCC2)c1	-0.6	-3.0	3.9	1.4	0.2	-0.5	i	0.3	-1.1
O=C(Nc1cccc(F)c1)C1CCCN1S(=O)(=O)c1cccc2cccnc12 (centres undefined)	1.6	-0.1	0.5	-3.1	-6.2	9.0	-0.5	2.4	1.7
O=C(CSc1nnc(-c2cccc(Cl)c2)o1)Nc1ccc2c(c1)OCCO2	0.7	0.0	7.8	0.9	14.3	-0.9	i	-0.4	-0.7
CCCn1cnnc1CNC(=O)[C@H]1O[C@@H](n2ccc(=O)[nH]c2=O)[C@H](O)[C@@H]1O	.	1.3	.	1.0	.	-1.5	.	.	9.4
CCc1ccc(NC(=O)CC2C(=O)N(c3cccc(C)c3)C(=O)N2C2CC2)cc1 (centres undefined)	-1.7	-3.0	8.6	1.9	8.1	-1.2	-0.6	1.0	-1.0
CCOc1ccc(CCNC(=O)c2sc3nc4n(c(=O)c3c2C)CCC4)cc1OCC	1.0	-1.5	4.8	1.5	20.7	1.5	-0.1	-1.3	-0.2
O=C(c1ccccc1NS(=O)(=O)c1ccccc1[N+](=O)[O-])N1CCOCC1	-0.9	1.0	0.8	.	7.3	-0.8	i	-1.8	-0.4
N#CC1=C(N)SC(N)=C(C#N)C1Cc1ccccc1	-0.4	-3.5	-7.5	0.6	4.8	0.2	i	2.0	4.5
COc1ccc(CN(C)C(=O)CNC(=O)c2cccs2)c(OC)c1	-0.1	-3.3	-1.6	1.4	-1.1	-1.2	-0.6	-2.5	-3.2
O=P(c1ccccc1)(c1ccccc1)c1cc(Br)cc(Br)c1OCCO	1.5	-0.4	1.4	0.3	30.8	-0.8	i	0.5	-1.8
CCCCCCSc1nnc(-c2cnn(-c3ccccc3)c2-n2cccc2)n1C	21.9	-2.8	-1.9	.	4.1	0.9	-13.8	0.5	-1.9
COC(=O)C1=C(C(=O)OC)C(C(=O)OC)N2C=CC=CC2=C1C(=O)OC (centres undefined)	.	-4.9	.	-0.4	.	1.3	.	.	-11.4
CCNC(=O)Nc1ccc(OC)cc1OC	-0.7	-1.1	10.1	-0.8	-3.9	.	i	2.0	-1.1
CC1CCCCC1NC(=O)c1ccc(S(=O)(=O)N2CCCC2)cc1 (centres undefined)	-0.3	-0.1	-3.0	.	-0.8	0.5	-0.9	1.7	-1.8
CCN(CC)CCCNC(=O)c1cc2nc3c(c(C(F)(F)F)n2n1)CCc1ccccc1-3	0.7	-3.0	2.9	-0.9	8.1	-0.6	i	-0.3	1.4
CC(C)(C)C1CCC(OC(=O)c2cncc(Br)c2)CC1 (centres undefined)	-0.5	-2.5	-4.4	1.6	-1.0	-3.0	i	-0.6	-2.9

Arranged by SMILES length (largest number first): part of the list above
canonical_smiles	PfHsp40 yeast	FadD28 binding	GDH-TPI inh	TcdB inh	Yp Topo-I inh	BioA inh	Vc quorum ag	Mtb UGM inh	FBA Mtb inh
CCN(CC)CCCNC(=O)c1cc2nc3c(c(C(F)(F)F)n2n1)CCc1ccccc1-3	0.7	-3.0	2.9	-0.9	8.1	-0.6	i	-0.3	1.4
CCOc1ccc(CCNC(=O)c2sc3nc4n(c(=O)c3c2C)CCC4)cc1OCC	1.0	-1.5	4.8	1.5	20.7	1.5	-0.1	-1.3	-0.2
CCNC(=O)Nc1ccc(OC)cc1OC	-0.7	-1.1	10.1	-0.8	-3.9	.	i	2.0	-1.1

More entries follow:
canonical_smiles	PfHsp40 yeast	FadD28 binding	GDH-TPI inh	TcdB inh	Yp Topo-I inh	BioA inh	Vc quorum ag	Mtb UGM inh	FBA Mtb inh
COc1ccc2cc(CN(CC3CCCO3)S(=O)(=O)c3ccccc3)c(=O)[nH]c2c1 (centres undefined)	1.8	-2.1	16.7	.	0.7	0.6	i	-1.3	10.7
O=C(NNC(=O)c1csc(N2CCOCC2)n1)c1ccc(=O)[nH]c1	0.4	-3.4	12.7	0.8	2.2	-0.2	i	-2.9	-1.7
COc1ccc(OC)c(C2C(C(=O)c3ccc(C)o3)=C(O)C(=O)N2c2cc(C)on2)c1 (centres undefined)	0.6	2.0	2.6	-0.6	8.7	1.3	0.4	0.6	2.4
COc1cc(C(O)c2nc3ccccc3n2C(C)C)cc(OC)c1OC (centres undefined)	5.9	-1.4	10.4	1.1	-0.5	-0.2	1.2	1.1	0.7
COc1ccc(-c2cccc(-c3cc(=O)oc4cc5c(cc34)OCO5)c2)cc1	-1.0	-0.1	-13.6	0.4	4.5	-0.1	-5.6	.	6.0
O=C(NC1CC1)C1=C[C@H](c2c[nH]c3ccccc23)C[C@H](OCCCCO)O1	-1.0	-3.0	-8.4	0.5	-6.0	-2.9	-8.3	1.5	-2.3
COC(=O)[C@@]1(C)[C@H]2C(=O)N(Cc3ccccc3)C(=O)[C@H]2[C@H]2CN(C)C(=NC3CCCCC3)N21	0.1	-1.4	-4.5	-1.6	-1.4	0.2	-1.1	.	-1.0
CC1c2cc3c(cc2CCN1C(=O)c1ccc(C(F)(F)F)cc1)OCCCO3 (centres undefined)	1.2	0.5	16.2	2.1	5.6	-1.1	i	1.3	-0.5
CCCC(OC(=O)CN1C(=O)COc2ccccc21)C(=O)NC1CCCC1 (centres undefined)	0.3	0.6	1.8	0.9	4.3	-1.8	1.4	-1.0	1.9
CCNC(=S)N1CCC(c2nc3ccccc3s2)CC1	0.1	-4.6	-3.5	.	7.6	4.8	-0.4	-0.2	1.9
O=c1[nH]c(O)c(C=Nc2ccc(Cl)cc2Cl)c(=O)[nH]1	-1.2	-1.8	1.5	0.4	4.2	-0.7	-0.2	.	0.3
COC(=O)C1=C(c2ccc(F)cc2F)C[C@@H]2CC[C@H]1N2C(=O)NC1Cc2ccccc2C1	1.6	-0.9	0.9	-1.3	4.0	-0.6	-0.4	-1.0	1.5
CSc1nc2c(c(=O)[nH]c(=O)n2C)n1Cc1ccccc1Cl	1.0	-0.6	6.2	1.5	3.3	-0.6	-0.3	3.1	-1.6
Cc1ccc(NC(=O)CCCn2c(=O)oc3ccccc32)c(O)c1	-0.5	-0.3	-0.7	0.5	0.5	0.7	-0.8	-2.0	-0.4
CCC1(c2ccc(Cl)cc2)NC(=S)N(c2ccc(C)c(C)c2)N1 (centres undefined)	1.6	-0.4	8.3	-0.5	6.4	.	-0.8	3.3	3.2
O=C(Cc1ccccc1)N/N=C/c1ccc2c(c1)OCO2	-0.2	-2.0	13.2	-0.6	12.4	.	-0.5	1.0	2.2
Cc1oc(-c2ccccc2F)nc1CS(=O)CC(=O)NCc1ccccn1 (centres undefined)	?	1.3	1.6	4.5	4.1	0.0	-0.3	-1.0	3.3
C=C1CCN([C@@H](CC(C)C)C(=O)N2CCCC2)S(=O)(=O)c2ccccc21	-0.2	0.0	9.5	0.9	17.4	-0.2	0.7	0.2	0.0
CCOC(=O)CNC(=O)CSc1nnc(Cn2c(=O)sc3ccccc32)n1C	6.0	-0.9	4.0	-0.1	4.4	-1.2	-0.2	-1.0	0.5
CCCC(=O)Nc1ccc(NC(=O)C2CC2)cn1	-1.8	-1.0	10.6	.	0.3	-2.6	0.3	2.8	2.7

(listing goes on)
canonical_smiles	PfHsp40 yeast	FadD28 binding	GDH-TPI inh	TcdB inh	Yp Topo-I inh	BioA inh	Vc quorum ag	Mtb UGM inh	FBA Mtb inh
CC(C)c1c(O)c2c(n(-c3ccccc3)c1=O)CCCC2	-0.2	-2.8	1.8	.	4.7	.	i	.	-1.0
Nc1nn2c(-c3ccccc3)cc(=O)[nH]c2c1N=Nc1ccc(Br)cc1	-0.3	0.3	8.7	0.3	-5.2	.	i	.	-10.6
COc1ccc(NS(=O)(=O)c2cc(NC(=O)Cc3c(F)cccc3Cl)ccc2OC)cc1	1.1	-4.2	6.7	0.5	8.1	-5.2	0.7	-5.4	-0.3
O=C(CC1C(=O)NCCN1Cc1ccc(-c2ccccc2)cc1)NCCc1ccccn1 (centres undefined)	-0.2	-4.5	-4.5	-0.6	10.2	.	-0.2	-1.2	-1.4
CCOC(=O)N1CCN(CC(O)COc2ccc(OC)cc2C(C)(C)C)CC1 (centres undefined)	-0.3	-3.8	-9.2	2.2	26.3	.	-0.4	0.7	0.8
CCOC(=O)c1c(NC(=O)COC(=O)c2nc(Cl)ccc2Cl)sc(C(=O)N(C)C)c1C	1.7	-0.2	7.2	1.8	-6.6	-0.9	i	6.7	3.7
CN1OC[C@@H]2CN(C(=S)Nc3ccc(C#N)cc3)[C@H](c3ccc(N4CCCCC4)cc3)C[C@@H]21	.	-0.1	.	-7.5	.	-3.6	.	.	2.3
CC1CC(=O)NN=C1c1ccc(NCCO)c([N+](=O)[O-])c1 (centres undefined)	-0.4	-3.8	13.5	.	7.9	1.6	-6.2	0.4	-8.9
Cc1nn(-c2ccc(F)cc2)c2sc(C(=O)O)cc12	2.8	-5.8	1.4	0.6	-6.6	-0.6	-11.1	-0.2	0.2
COc1ccc(C(=O)N2CCOC2CNC(=O)C(=O)NCc2ccc(C)cc2)cc1 (centres undefined)	.	0.7	7.1	1.2	-1.0	-0.8	-0.5	.	-2.0
O=C(C1=C[C@H](c2ccc(Br)cc2)C[C@H](OCc2ccc(CO)cc2)O1)N1CCN(Cc2ccc3c(c2)OCO3)CC1	1.1	-5.6	-0.9	1.9	9.1	-2.9	i	1.9	-2.9
Cc1cnc(C(=O)Nc2ccc(OC(F)(F)F)cc2)cn1	-2.3	0.8	18.6	0.2	8.7	0.3	i	0.7	0.9
CN1C(=O)C(N=Nc2ccccc2C(=O)O)N(C)C1=S (centres undefined)	-0.9	-0.2	-1.3	1.7	9.1	.	-0.6	-16.7	-9.2
CCCCCC(=O)N1C[C@@H](n2cc(COC(=O)c3ccccc3)nn2)[C@H](O)C[C@@H]1c1ccc(OC)cc1	.	-3.7	0.0	0.5	43.4	0.7	-2.0	.	-3.8
CC1CCC(NC(=O)Cn2cc3c(n2)CCCC3)CC1 (centres undefined)	0.0	-2.4	8.9	1.4	5.1	-1.3	-0.2	-2.4	5.3
CCN(CC)C(=O)c1c([N+](=O)[O-])c(C(C)(C)C)nn1C	0.0	-1.7	-1.4	1.5	-0.4	.	-0.1	-0.5	-2.8
COc1cccc(C2CC(=O)C3=C(C2)Nc2ccccc2N(C(=O)CCC(=O)O)C3c2ccc(F)cc2)c1 (centres undefined)	0.1	-2.7	21.9	-0.5	5.2	-2.1	8.3	2.6	7.6
O=C(CN1C(=O)NC2(CCCC2)C1=O)OCCOc1ccc(Cl)cc1	-0.8	-3.5	7.2	-0.7	3.3	1.3	-1.4	-0.7	-2.6

Looked up above:
In BioA inh, CCCCCC(=O)N1C[C@@H](n2cc(COC(=O)c3ccccc3)nn2)[C@H](O)C[C@@H]1c1ccc(OC)cc1 is listed with 0.7
In Mtb UGM inh, CN1C(=O)C(N=Nc2ccccc2C(=O)O)N(C)C1=S (centres undefined) is listed with -16.7
In FadD28 binding, O=C(CC1C(=O)NCCN1Cc1ccc(-c2ccccc2)cc1)NCCc1ccccn1 (centres undefined) is listed with -4.5
